Compound activity as filed in PubChem BioAssay.
Vif imaging = inhibitors of HIV Vif | inhibition, % at 7.49 µM | HEK293T cells, Vif self-association by quenched fluorescence, imaging, 24 h | 0.35% of 340,000 active | AID 602346; in the data active = inhibition above about 50%, passing the limit was not always enough; also: some results filed as inactive read as strong as hits
NR2E3 ag-1 = activates human photoreceptor nuclear receptor NR2E3; AID 2300; inhibition of corepressor binding, % at 4.78 µM; GST-NR2E3/biotin-RetCOR TR-FRET, 1536-well; 0.12% of 320,000 active;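 active = percent inhibition above the cutoff of mean plus 3 SD of all tested compounds, set per screening campaign, cut at about 20% in these data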;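 also: 0% = DMSO wells and 100% = biotin wells as full block of FRET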
Target sequence (Q9Y5X4 whole entry, looked up): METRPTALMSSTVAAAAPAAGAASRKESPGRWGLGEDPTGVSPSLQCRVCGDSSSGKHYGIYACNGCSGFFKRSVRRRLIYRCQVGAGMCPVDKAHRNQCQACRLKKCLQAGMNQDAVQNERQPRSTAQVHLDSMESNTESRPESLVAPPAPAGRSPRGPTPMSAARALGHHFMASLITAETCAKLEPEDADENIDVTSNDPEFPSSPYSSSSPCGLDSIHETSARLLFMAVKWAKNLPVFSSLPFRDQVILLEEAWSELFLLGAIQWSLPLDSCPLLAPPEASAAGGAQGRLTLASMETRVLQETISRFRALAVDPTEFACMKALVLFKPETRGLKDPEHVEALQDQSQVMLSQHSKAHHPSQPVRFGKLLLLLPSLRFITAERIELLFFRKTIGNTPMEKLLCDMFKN
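Test system – NR2E3–RetCOR corepressor complex · Quantity – NR2E3 fusion 1.35 nM · Buffer or medium – Tris pH 7.5 · Incubation – Compound–protein incubation for 5 h at 4 °C · Technique – TR-FRET, Eu(K)-anti-GST donor, streptavidin-D2 acceptor, ex 340, em 617/671 nm · Evaluation – percent inhibition of 671/617 nm emission ratio versus biotin and DMSO controls · Plate – 1536-well format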
aDG glyco act = increases alpha dystroglycan glycosylation. activation, % at 10 µM. Pro5-aDG cells, alpha-DG glycosylation AlphaScreen (IIH6); 0% Pro5, 100% B10-LARGE cell signal. 0.22% of 360,000 active;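 active = activation of at least 8% versus controls, or a plate z-score of at least 8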;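 also: Pro5 are CHO cells carrying HIG-tagged alpha-DG that lacks glycosylation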
Exocytosis inh = blocks lytic granule exocytosis; AID 651702; inhibition, % at 10 µM; TALL-104 LAMP-1 surface exposure, flow cytometry; cells stimulated with thapsigargin and PMA; 0.66% of 360,000 active;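 active = inhibition above about 55%, limit read from the data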
MITF TRPM1 inh = MITF TRPM1 promoter inhibition in SK-MEL-5 cells. SK-MEL-5 TRPM1 promoter luciferase, 24 h. AID 488899. inhibition, % at 12.5 µM. 0.83% of 330,000 active;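 active = mean inhibition across replicates of 60% or more, whatever share of single replicates reaches that level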; also: values of inactives mirror those of a sister screen read the other way
CaV13 FRET inh = Disruptors of the CACNA1D IQ motif to Ca2+-dependent inactivation inhibitor domain association, primary screening, Förster resonance energy transfer in intact living …; inhibition, % at 12.3 µM; 0.098% of 340,000 active; AID 743397; HEK cells, CFP/YFP FRET ICDI-IQ, plate reader, 10 min; percent FRET-ratio fall versus neutral wells;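 active = mean replicate inhibition of at least 30% and at least 1% of replicates passing that level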;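 also: 0% = median of the neutral control wells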
NR2E3 ag-2 = activates human NR2E3 receptor. Q9Y5X4. CHO-S Gal4-NCOR/VP16-NR2E3 two-hybrid, luciferase. inhibition of corepressor binding, % at 3.98 µM. 0.35% of 360,000 active. AID 602229;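 active = inhibition above the mean of all tested compounds plus 3 SD, cut at about 70% in these data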;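 also: 0% = DMSO with NR2E3 transfected cells and 100% = cells lacking NR2E3 construct; higher means lower luciferase signal from less NR2E3 corepressor binding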
HIF-2a inh = HIF-2a inhibition | 0.72% of 360,000 active | inhibition, % at 18.8 µM | AID 624352 | 786-0 RCC cells HIF-2a reporter, luciferase luminescence, overnight;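 active = inhibition of the luminescence signal of 40% or more relative to plate controls, in a single-dose primary screen at 18.75 µM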
PDI turbidity = blocks human protein disulfide isomerase activity | inhibition, % at 10 µM | AID 588391 | PDI insulin aggregation turbidity, A650, 90 min | 0.052% of 350,000 active;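 active = mean inhibition across replicates of 30% or more, whatever share of single replicates reach that level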;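 also: absorbance from insulin aggregation driven by PDI reduction with DTT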
Target sequence (P07237 whole entry, looked up): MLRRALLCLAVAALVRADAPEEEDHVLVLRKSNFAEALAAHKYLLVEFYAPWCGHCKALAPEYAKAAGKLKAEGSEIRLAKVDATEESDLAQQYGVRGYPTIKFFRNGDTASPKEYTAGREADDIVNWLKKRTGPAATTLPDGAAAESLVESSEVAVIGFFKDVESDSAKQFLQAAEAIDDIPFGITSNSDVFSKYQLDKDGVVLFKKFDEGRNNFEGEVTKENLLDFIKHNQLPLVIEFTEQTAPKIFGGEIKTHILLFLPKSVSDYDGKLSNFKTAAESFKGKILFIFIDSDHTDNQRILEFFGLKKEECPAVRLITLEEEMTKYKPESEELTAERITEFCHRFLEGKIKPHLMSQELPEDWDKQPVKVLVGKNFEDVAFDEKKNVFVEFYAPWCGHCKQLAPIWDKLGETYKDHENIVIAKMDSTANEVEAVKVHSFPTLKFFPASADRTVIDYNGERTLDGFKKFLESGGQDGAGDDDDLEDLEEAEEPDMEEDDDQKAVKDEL
Peg3 promoter = inhibitors of Peg3 promoter; HeLa PEG-Prom luciferase reporter, luminescence, overnight; inhibition, % at 20 µM; 1.7% of 360,000 active;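 active = inhibition of at least 50% at 20 µM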
hiPSC survival = enhancers of human iPSC single-cell survival; survival enhancement, % at 20 µM; hiPSC single-cell survival, ATPlite luminescence; 100% = ROCK inhibitor wells, 0% = DMSO; AID 602274; 0.044% of 360,000 active; in the data active = survival enhancement above about 18%;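 also: cells exposed to compounds for 16 hours before the ATP read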
* hit, by the source's call; . = no result given. The order is random. Share with any hit: about 3.5%.

Molecule	Vif imaging	NR2E3 ag-1	aDG glyco act	Exocytosis inh	MITF TRPM1 inh	CaV13 FRET inh	NR2E3 ag-2	HIF-2a inh	PDI turbidity	Peg3 promoter	hiPSC survival
O=C(c1ccc2c(c1)C(=O)N(Cc1ccncc1)C2=O)N1CCN(S(=O)(=O)c2ccc(OC(F)(F)F)cc2)CC1	7	.	0.0	-1	.	-5	2	9	-12	-4	1.1
O=C1C(=C(c2ccccc2)N2CCOCC2)Cc2ccccc21	30	.	-0.6	19	.	-6	43	91*	3	108*	-4.5
CCOc1ccc(C(F)(F)F)cc1NC(C)=O	4	1	-0.4	0	-6	.	-25	20	0	14	0.3
C[C@H](NC(=O)[C@@H]1CCCN1C(=O)[C@@H]1CCCN1)c1ccccc1	.	.	-0.1	-7	.	-10	8	2	.	.	-0.6
CC(C)CNS(=O)(=O)c1ccc(OCC(=O)NCc2ccco2)cc1	.	-4	-0.1	1	-10	-4	19	11	-2	10	-0.9
CC(Oc1ccccc1)C(=O)NN1Cc2ccccc2C1=N (stereo not given)	-3	-2	0.0	3	4	-2	-5	17	0	0	-0.4
CCOC(=O)/C(C#N)=C1/C=CNC(=O)N1	15	-3	0.0	3	-6	-7	-6	-17	-3	-7	-0.3
COc1ccc(C2=Nc3ccccc3NC(=O)C2N(C(=O)c2ccnc3ccccc23)c2ccccc2)cc1 (stereo not given)	.	.	0.1	-7	.	-7	-10	-1	.	8	3.1
COc1cc(C)ccc1OCCCOc1ccccc1Br	-3	-2	-0.2	-2	-64	0	-78	-307	-4	-190	1.1
C[n+]1c(-c2ccccc2)cc2c(=Cc3ccccc3)c3ccccc3n21	-16	.	0.7	41	98*	-7	12	61*	8	103*	-1.9
CC(OC(=O)/C(C#N)=C/c1ccco1)C(=O)N(C)c1ccccc1 (stereo not given)	-3	.	0.0	-1	-1	-9	-2	14	1	0	-2.8
CCN(CC)S(=O)(=O)c1ccc(C(=O)NCc2cccs2)cc1	-6	1	-0.1	1	-1	-4	-7	0	1	-5	0.8
CN(C(=O)CSc1nc(N)cc(=O)[nH]1)C1CCCCC1	-1	.	-0.2	-2	.	-11	7	14	-5	11	0.3
Nc1ncnc2c1ncn2[C@@H]1O[C@H](CNCc2ccc(OCC(=O)Nc3ccccn3)cc2)[C@@H](O)[C@H]1O	2	.	0.0	2	-1	-9	3	12	-10	-18	5.6
O=C(Nc1ccc(F)cc1)C1CCN(C(=O)c2ccc([N+](=O)[O-])cc2)CC1	-6	5	0.6	-4	-1	-4	3	16	-1	18	4.0
CC1Cc2ccccc2N1C(=O)CSc1nc2cc3c(cc2cc1C#N)OCO3 (stereo not given)	9	2	0.6	-3	-5	-5	-14	-9	4	-4	2.6
OCC[C@H]1C[C@@H](O)[C@H](O)[C@@]2(Cc3ccccc3O2)O1	4	2	-0.2	4	-5	-11	8	8	-40	4	-1.5
O=C(c1cnn2c(C(F)F)cc(-c3ccccc3)nc12)N1CCc2ccccc21	4	-2	0.0	-3	7	3	-19	14	-5	18	0.6
COc1ccc(NS(=O)(=O)c2ccc3c(c2)NC(=O)C(C)S3)cc1 (stereo not given)	1	-2	-0.1	0	11	-2	21	13	10	-5	0.8
CCC(C)(NC(=O)c1ccc(=O)[nH]c1)C(=O)NC1CCCC1 (stereo not given)	7	1	1.0	-9	4	-6	-5	8	1	5	-1.0

Sorted by the number under PDI turbidity (ascending): three of the compounds above
SMILES	PDI turbidity
O=C(c1ccc2c(c1)C(=O)N(Cc1ccncc1)C2=O)N1CCN(S(=O)(=O)c2ccc(OC(F)(F)F)cc2)CC1	-12
CCN(CC)S(=O)(=O)c1ccc(C(=O)NCc2cccs2)cc1	1
CC1Cc2ccccc2N1C(=O)CSc1nc2cc3c(cc2cc1C#N)OCO3 (stereo not given)	4

The list goes on.
Molecule	Vif imaging	NR2E3 ag-1	aDG glyco act	Exocytosis inh	MITF TRPM1 inh	CaV13 FRET inh	NR2E3 ag-2	HIF-2a inh	PDI turbidity	Peg3 promoter	hiPSC survival
CC1CC(=O)N(c2ccc(NCc3ccccc3Cl)c([N+](=O)[O-])c2)C1=O (stereo not given)	4	-2	-0.1	-2	12	-5	-26	5	-2	12	0.3
COc1cccc(C(=O)N2CCN(Cc3ccccn3)CC2)c1OC	.	2	0.1	3	-7	.	-24	7	8	14	1.2
COc1ccc(NC(=O)Nc2cccc3c2O[C@H](CN(C)S(=O)(=O)c2cn(C)cn2)[C@@H](C)CN([C@H](C)CO)C3=O)cc1	6	.	-0.1	-2	-4	-4	-18	11	2	1	-0.9
COc1ccc(C(=O)NCc2nnc(SCCOc3ccccc3)n2C)cc1	-10	1	-0.5	-4	-4	-2	-20	16	2	16	0.4
Cc1cccc(C)c1NC1=C(Cl)C(=O)OC1OC(C)C (stereo not given)	5	3	0.4	-3	10	-5	-11	23	-7	6	-2.0
Cc1ccc(C(=O)OCC(=O)Nc2ccc(N3CCOCC3)cc2)cc1	-3	.	0.0	0	1	-6	-13	8	1	-15	-0.3
O=C(Nc1ccc(NC(=O)c2cccs2)cc1)c1ccccc1	0	1	0.0	0	-56	-4	-15	-86	3	-139	-0.4
C=C1C(=O)O[C@@H]2[C@H]3O[C@]3(C)CC/C=C(\C)CC[C@@H]12	-2	3	0.2	16	33	-5	-16	19	-17	49	-4.7
CC1CCCC(C)N1CCOc1cc(N)ccc1C#N (stereo not given)	-4	.	-0.1	9	4	-6	-16	14	-4	6	0.0
COc1ccc(CCNC(=O)CSC2=Nc3ccccc3C3=NC(C(C)C)C(=O)N23)cc1OC (stereo not given)	-2	1	0.0	3	2	.	-2	2	2	-20	-1.8
CCOc1cc(-c2noc(CCC(=O)NC3CCCCC3)n2)ccc1OC	5	3	0.1	-8	5	-3	-4	8	-3	9	0.1
CC(=O)Nc1ccc(S(=O)(=O)NCCC(=O)OCCN2C(=O)c3ccccc3C2=O)cc1	-11	-1	0.0	4	-4	-7	-42	8	-8	-1	-2.0
O=C(Nc1cccnc1)c1ccc(Br)s1	11	2	2.1	1	-12	-9	15	-120	-25	-56	-2.2
CCOc1cc(CNCCc2ccc(S(N)(=O)=O)cc2)ccc1OCc1ccccc1	-8	1	5.7*	30	-12	-8	3	12	1	17	-3.8
Cc1[nH]c2ccccc2c1C(=O)C(=O)N1CCN(C)CC1	4	-6	0.1	-1	6	-2	-18	18	0	12	-0.6
O=C1O[C@@H](c2ccccc2)C[C@@H](O)[C@H](O)CCCc2ccccc21	.	.	-0.1	-6	.	-9	7	-18	.	.	-0.4
CC(=O)N1N=C(c2cccc(NS(C)(=O)=O)c2)CC1c1ccc2c(c1)OCO2 (stereo not given)	-2	1	-0.1	0	-12	-12	-10	-72	17	2	-0.9
COc1ccc([C@H]2CC(=O)C[C@@H](CCn3cccn3)O2)cc1	.	.	-0.2	-12	.	-7	-16	21	.	.	0.1
Cc1ccc(C)n1-c1nn(S(=O)(=O)c2cccc(C(F)(F)F)c2)c2cccc(F)c12	-10	-1	0.0	-1	-1	-20	-48	14	3	20	-0.5
Cc1ccc(CN2CC(N3CCN(CCO)CC3)CS2(=O)=O)cc1 (stereo not given)	.	.	0.0	-2	.	-6	-2	-8	.	-26	4.1
CCOC(=O)N1CCN(C(=O)CN(Cc2ccccc2)S(=O)(=O)c2ccc(OC)c(Cl)c2)CC1	-7	1	-0.2	-3	-6	-5	-14	-14	-4	8	0.3
CCOC(=O)C1(Cc2cccc(OC)c2)CCCN(C(=O)c2cc(CC(C)C)[nH]n2)C1 (stereo not given)	.	-2	0.0	-6	-66	-2	-73	-204	1	-239	-0.3
Nc1nc(NCc2ccco2)nc(Nc2cccc(F)c2)c1[N+](=O)[O-]	-7	2	-0.3	-12	-7	-4	-23	4	-4	13	-0.7
Cn1c(NC(=O)c2ccccc2NC(=O)C(C)(C)C)nc2ccccc21	-21	1	-0.1	2	-17	-5	6	-5	-3	5	-0.7
O=C(CCn1c(=O)oc2ccccc21)Nc1ccccc1	-4	0	0.1	1	11	-4	-3	10	-2	0	2.9
CCOC(=O)/C(C#N)=C/c1c(N2CCCCCC2)nc2ccccn2c1=O	-1	1	-0.1	1	-2	-21	-3	6	-7	-4	-0.2
COC(=O)c1ccc(-n2nnnc2SCc2nn[nH]n2)cc1	-1	4	3.5	0	7	-4	-22	4	2	9	-1.3
COc1cccc(CN2CC(C(=O)NCCC3=CCCCC3)CCC2=O)c1 (stereo not given)	-2	-1	-0.2	-1	-7	-2	-2	-26	6	-8	0.6
COc1cccc(NC(=O)COC(=O)CNC(=O)C2CCCCC2)c1	8	3	0.1	0	10	-4	1	0	1	-7	0.1
COCCNC(=O)C1(C)CCCN(Cc2sc(C)nc2C)C1 (stereo not given)	-4	.	0.0	-26	.	-5	-15	4	5	-4	-2.6
C/C(=N\NC(=O)Cc1ccccc1[N+](=O)[O-])c1cccnc1	-3	3	0.2	-4	-4	.	-56	-2	0	18	0.0
COc1ccc(Nc2c(-c3ccco3)nc3ccc(C)cn23)cc1	15	-6	0.0	7	-8	0	-63	-141	-2	-102	0.3
CCOC(=O)c1[nH]c(C)c(C(=O)N2CCOCC2)c1C	19	-2	0.0	-4	2	-2	-42	8	.	-6	-1.8
Cc1ccc2nc(-c3ccc(NC(=O)CCS(=O)(=O)c4ccccc4)cc3)sc2c1	1	2	1.5	7	29	-1	-135	-141	-3	-133	-1.9
CCN(C(=O)COC(=O)CCOc1ccc(C(C)(C)C)cc1)c1c(N)n(Cc2ccccc2)c(=O)[nH]c1=O	30	.	-0.2	-1	2	-6	16	6	5	20	-0.5
O=C1CC2(CCN(C(=O)c3ccc([N+](=O)[O-])cc3)CC2)Oc2ccccc21	0	-3	-0.2	8	-9	-7	1	-1	1	-16	-0.2
COc1ccc(CN(C)CC(=O)Nc2c(C)cccc2C)c(OC)c1	-1	-4	0.7	2	-7	-1	-11	13	6	10	0.5
COc1ccc(Cc2nnc(NC(=O)C3CCCO3)s2)cc1 (stereo not given)	7	-5	0.0	2	-10	-5	-18	-30	0	-26	1.3
O=C(Cn1[nH]c(=O)c2ccccc2c1=O)OCC(=O)c1ccc(F)c(F)c1	4	.	-0.2	0	8	-6	-27	-8	5	-17	-2.1
Cc1cccc(OCC(O)Cn2c(=N)n(CCN3CCOCC3)c3ccccc32)c1 (stereo not given)	7	1	0.2	2	1	-5	-5	-9	-4	-3	-0.8
O=C(COC(=O)c1n[nH]c2ccccc12)NCCc1ccc(Cl)cc1	-1	0	-0.2	5	8	-5	-20	6	-2	-4	-0.3
CCN(CC)C(=O)c1nc[nH]c1C(=O)O[C@@H](C)c1ccccc1	-1	.	0.0	-2	-4	-6	24	-4	-4	-4	-2.3
